RGS8-Gao reg: human RGS8-Galphao interaction regulation. P09471. multiplexed bead flow cytometry, RGS8-Galphao binding; actives lie on both sides. response (percent of control binding), % at 10 µM. 220,000 tested, 0.34% active; in the data active = response below about 60% or above about 140%; inactive = in between;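 note: Galphao activated as the GDP aluminium fluoride complex binding bead-coupled RGS8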
Target sequence (P09471 whole entry, looked up): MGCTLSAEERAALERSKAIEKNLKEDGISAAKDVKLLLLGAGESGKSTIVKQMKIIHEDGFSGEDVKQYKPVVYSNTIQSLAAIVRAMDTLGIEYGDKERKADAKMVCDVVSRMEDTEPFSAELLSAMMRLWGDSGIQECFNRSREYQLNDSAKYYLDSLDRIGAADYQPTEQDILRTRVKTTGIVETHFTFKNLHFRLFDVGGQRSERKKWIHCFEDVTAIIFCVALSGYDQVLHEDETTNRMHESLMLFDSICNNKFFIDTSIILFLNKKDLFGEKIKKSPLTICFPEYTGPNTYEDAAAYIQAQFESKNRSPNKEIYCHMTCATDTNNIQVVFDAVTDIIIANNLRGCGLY
Mcl1-Noxa inh: Mcl-1/Noxa interaction inhibition; inhibition, % at 21.7 µM; 220,000 tested, 1.5% active; Q07820; TR-FRET Mcl-1/Noxa peptide binding, 2 h;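 active = compounds that cut the protein-peptide binding signal by more than 50% relative to plate controls in a single-dose test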;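 note: His-tagged Mcl-1 with rhodamine Noxa BH3 peptide and terbium anti-His antibody; 0% = Mcl-1 plus Noxa peptide wells and 100% = peptide-only wells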
Target sequence (Q07820 whole entry, looked up): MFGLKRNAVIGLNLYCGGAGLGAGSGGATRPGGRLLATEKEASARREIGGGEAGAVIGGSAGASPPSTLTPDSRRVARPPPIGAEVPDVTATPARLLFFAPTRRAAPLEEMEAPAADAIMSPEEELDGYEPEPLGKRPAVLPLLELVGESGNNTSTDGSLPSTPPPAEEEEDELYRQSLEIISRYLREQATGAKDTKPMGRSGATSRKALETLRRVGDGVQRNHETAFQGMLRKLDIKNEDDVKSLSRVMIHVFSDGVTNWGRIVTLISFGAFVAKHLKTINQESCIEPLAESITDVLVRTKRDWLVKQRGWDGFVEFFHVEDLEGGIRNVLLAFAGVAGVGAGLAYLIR
Rab2A wt mod: changes GTP binding to wildtype dog Rab2A, up or down; GST-Rab2 wt beads, Bodipy-GTP binding, flow cytometry; GTP binding activity, % at 10 µM; 190,000 tested, 0.19% active; AID 760;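 active = GTP binding activity at least 20 points away from 100%, either lowered or raised; inconclusive = signal likely due to the compound's own green fluorescence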;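 note: 0% = beads with excess unlabeled GTP and 100% = no-compound control corrected for plate trend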
Bim-Mcl-1: disrupts Bim peptide binding to human Mcl-1; Q07820; 190,000 tested, 0.1% active; AID 1009; Bead-based flow cytometry, Bim peptide-Mcl-1 binding; inhibition, % at 10 µM; in the data active = inhibition above about 40%;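 note: 0% = no compound tracer wells and 100% = peptide blocker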
Rab7 wt GTP bind: modulators of GTP binding to dog Rab7 wildtype GTPase | GST-Rab7 beads, fluorescent GTP binding, flow cytometry; actives lie on both sides; untreated = 100%, excess cold GTP = 0% | GTP binding activity (percent of control), % at 10 µM | 190,000 tested, 0.055% active | AID 758;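 active = fluorescent GTP binding to Rab7 beads changed by at least 20 points from the 100% baseline, either direction, mostly lower; inconclusive = compound itself probably fluorescent, or too few beads counted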;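 note: median green fluorescence of bound Bodipy-FL-GTP per Rab7 bead population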
Cdc42 wt GTP: human Cdc42 wildtype GTP binding change, either direction | GST-Cdc42 beads, Bodipy-GTP binding, flow cytometry; actives lie on both sides | P60953 | percent activity (GTP binding), % at 10 µM | AID 761 | 190,000 tested, 0.2% active;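 active = percent activity GTP binding at least 20 points away from the 100% baseline, either down as inhibitor or up as activator; inconclusive = compound flagged as likely green fluorescent from well-wide comparison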;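 note: median bead fluorescence of bound Bodipy-FL-GTP at 100 nM; 0% = excess unlabeled GTP control and 100% = no compound control; below 100% means less GTP binding so inhibitor and above means activator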
Target sequence (P60953 whole entry, looked up): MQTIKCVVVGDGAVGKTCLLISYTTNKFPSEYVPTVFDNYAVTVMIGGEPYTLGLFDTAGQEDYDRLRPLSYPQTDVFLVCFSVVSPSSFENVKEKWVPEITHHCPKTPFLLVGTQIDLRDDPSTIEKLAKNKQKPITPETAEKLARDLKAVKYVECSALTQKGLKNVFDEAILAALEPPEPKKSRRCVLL
Mcl1 Bid PPI: disrupts binding of human Mcl-1 to Bid peptide; Q07820; TR-FRET Mcl-1/Bid-Dy647 peptide binding, 1536-well; AID 1021; 220,000 tested, 0.97% active; inhibition, % at 21.7 µM;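 active = compounds that cut the binding signal by more than half at the single screening dose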;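 note: His-tagged Mcl-1 with europium anti-His antibody binding Bid BH3 peptide; 0% = Mcl-1 plus peptide wells and 100% = peptide-only wells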
Pf gamet viab: inhibitors of late stage P. falciparum gametocyte viability; P. falciparum stage V gametocytes, ATP luminescence, 24 h; inhibition, % at 10.9 µM; 150,000 tested, 0.065% active; AID 743093;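 active = inhibition above the mean plus 3 SD of compounds within the control limits, set per campaign, cut at about 38% in these data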;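 note: 0% = DMSO wells and 100% = medium only without gametocytes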
Rac1 wt GTP bind: human Rac1 wildtype GTP binding, inhibitors and activators | GST-Rac1 beads, fluorescent GTP binding, flow cytometry; actives lie on both sides; 0 = cold GTP competed, 100 = untreated | P63000 | GTP binding activity (% of control), % at 10 µM | 190,000 tested, 0.27% active;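 active = GTP binding activity at least 20 points away from the 100% control level, either lower or higher; inconclusive = compound flagged as likely green fluorescent, judged across all proteins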
Rac1 act GTP bind: human Rac1 activated mutant GTP binding change; P63000; GST-Rac1 activated beads, fluorescent GTP binding, flow cytometry; actives lie on both sides; 100% means binding = to untreated wells; percent activity (GTP binding), % at 10 µM; 190,000 tested, 0.11% active;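 active = GTP binding at least 20 percentage points away from the 100% baseline, in either direction, so actives lie on both sides; inconclusive = Compound likely fluorescent itself, or too few beads counted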
HRas wt GTP: changes GTP binding to wildtype human HRas | 190,000 tested, 0.14% active | AID 759 | GST-Ras wt beads, Bodipy-FL-GTP binding, flow cytometry; actives lie on both sides | P01112 | GTP binding activity, % at 10 µM;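 active = GTP binding activity at least 20% away from the 100% baseline, either lowered as inhibitor or raised as activator; inconclusive = flagged as likely green fluorescent, judged across all proteins in the well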;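 note: 0% = unlabeled GTP competition control and 100% = no-compound control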
Target sequence (P01112 whole entry, looked up): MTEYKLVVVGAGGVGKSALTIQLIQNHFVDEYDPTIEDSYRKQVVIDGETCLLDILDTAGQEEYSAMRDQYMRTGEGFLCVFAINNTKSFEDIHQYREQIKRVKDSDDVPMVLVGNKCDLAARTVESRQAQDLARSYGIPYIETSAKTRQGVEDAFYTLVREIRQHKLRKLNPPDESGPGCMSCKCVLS
Numbers without * were called inactive; ? = inconclusive; / = not tested or not shown.

SMILES	RGS8-Gao reg	Mcl1-Noxa inh	Rab2A wt mod	Bim-Mcl-1	Rab7 wt GTP bind	Cdc42 wt GTP	Mcl1 Bid PPI	Pf gamet viab	Rac1 wt GTP bind	Rac1 act GTP bind	HRas wt GTP
CN1C(=O)c2ccccc2C(C(=O)O)C1c1cccc(F)c1 (stereo not given)	119	-1	104	-4	104	104	-63	-18	108	100	103
CCn1ncc(C2=NOC(C(=O)Nc3cccc(O)c3)C2)c1C (stereo not given)	100	12	96	0	99	99	-2	/	100	97	96
CCCC(CCC)C(=O)Nc1cccc(C(=O)O)c1	99	-4	100	-1	103	103	-34	/	106	98	104
CCCC(=O)Nc1ccc(Nc2ccccc2)cc1	95	38	100	0	100	100	-60	-4	103	100	100
COc1ccccc1N(CC(=O)Nc1ccccc1C)S(C)(=O)=O	103	15	98	-9	94	101	-6	11	100	99	99
COc1cc(C2Nc3ccccc3C(=O)N2c2ccccc2OC)ccc1O (stereo not given)	100	15	95	-6	94	97	-31	0	99	95	95
CCCc1nnc(SCC(=O)N2C(C)CCCC2C)n1CC (stereo not given)	100	9	102	-5	101	103	0	9	103	95	98
COc1ccc(NC(C)=O)cc1NC(=O)c1ccc(Cl)cc1	101	12	96	-3	99	98	-17	15	101	96	99
CC(C)(C)C(=O)NC1(C(F)(F)F)C(=O)Nc2c1c(=O)[nH]c(=O)n2Cc1ccco1 (stereo not given)	98	13	102	-2	95	102	1	-6	105	103	101
CC1(C)Cc2cccc(OCC(O)CNCc3ccccn3)c2O1 (stereo not given)	121	-15	?	2	?	?	-20	/	?	?	?
N#CCSc1nc2ccc(N3CCOCC3)cc2c(=O)n1CCc1ccccc1	93	5	100	0	103	103	-91	8	103	100	103
Cc1ccc(SCC(=O)Nc2cc([N+](=O)[O-])ccc2O)cc1	109	10	95	0	96	96	-8	0	97	95	94
Cc1cc(C)n(-c2nc3sc4c(c3c3nnc(SCC(N)=O)n23)CC(C)(C)OC4)n1	99	4	101	-1	98	107	-8	/	108	98	102
COc1cc(Cn2c(N)c(C#N)c3nc4ccccc4nc32)cc(OC)c1	99	-16	101	-1	100	100	-7	-13	103	99	101
Cc1ccc(S(=O)(=O)N2CCC(C(=O)C3C(=O)CCCC3=O)CC2)cc1	103	-6	96	-2	90	98	-16	2	97	96	96
COc1ccc(CCNC(=O)CSc2ccccn2)cc1OC	104	-4	99	-2	97	97	-17	-13	97	94	95
COc1ccc(CCN2C(=O)CCC2(C)C(=O)NCc2cccnc2)cc1OC (stereo not given)	98	-1	99	-5	98	96	-13	/	96	97	97
COC(=O)c1ccccc1NC(=O)CNC(=O)c1ccc(OC)c(OC)c1	99	8	98	2	107	101	-42	-18	100	95	99
CCOC(=O)C(C)N1C(=O)S/C(=C/c2cc(C)n(-c3ccccn3)c2C)C1=O (stereo not given)	108	11	99	-9	97	102	-18	/	100	97	100
COCCOC(=O)/C(=C/c1ccc(OC(=O)c2ccccc2)cc1)C(C)=O	95	-6	97	-10	96	99	43	/	100	94	96
CN(C)CCCN(CCCNC(=O)/C=N/O)Cc1ccccc1	102	9	101	-1	98	104	3	/	103	102	101
CC(C)c1ccc(C(=O)CC2(O)C(=O)N(CN3CCOCC3)c3ccccc32)cc1 (stereo not given)	99	-2	102	-1	98	101	6	/	97	96	100
Cc1ccc(NC(=S)N/N=C2\CC3CC=CC23)c(C)c1 (stereo not given)	101	14	98	-6	105	99	-17	17	99	96	99
Nc1ccc(N2CCN(c3cccc(Cl)c3)CC2)cc1	97	37	95	-3	99	97	-71	0	101	97	99

Reprinted from the listing (two entries):
SMILES	RGS8-Gao reg	Mcl1-Noxa inh	Rab2A wt mod	Bim-Mcl-1	Rab7 wt GTP bind	Cdc42 wt GTP	Mcl1 Bid PPI	Pf gamet viab	Rac1 wt GTP bind	Rac1 act GTP bind	HRas wt GTP
Cc1cc(C)n(-c2nc3sc4c(c3c3nnc(SCC(N)=O)n23)CC(C)(C)OC4)n1	99	4	101	-1	98	107	-8	/	108	98	102
COc1cc(Cn2c(N)c(C#N)c3nc4ccccc4nc32)cc(OC)c1	99	-16	101	-1	100	100	-7	-13	103	99	101

Next section:
SMILES	RGS8-Gao reg	Mcl1-Noxa inh	Rab2A wt mod	Bim-Mcl-1	Rab7 wt GTP bind	Cdc42 wt GTP	Mcl1 Bid PPI	Pf gamet viab	Rac1 wt GTP bind	Rac1 act GTP bind	HRas wt GTP
O=C(Cn1nnc(-c2ccccc2F)n1)Nc1cccc2ncccc12	102	15	100	-1	99	101	0	-7	102	98	100
CC(C)(C)n1nnnc1C(c1cccnc1)N1CCN(C(=O)c2ccco2)CC1 (stereo not given)	101	-31	101	18	96	101	-24	/	106	100	102
COC(=O)/C=C(\C)NC(=O)c1ccccc1Cl	101	19	99	0	98	99	-12	6	98	97	98
Cc1cc(C(F)(F)F)n2nc(-c3cnn(C)c3C(F)(F)F)c(Cl)c2n1	101	19	100	5	101	103	5	-6	100	100	101
COc1cccc(-n2c(CCn3nc(C)c([N+](=O)[O-])c3C)n[nH]c2=S)c1	98	23	101	-7	101	104	-52	21	105	103	103
C/C(=N\NC(=O)CNc1cccc(C(F)(F)F)c1)c1ccc(Br)cc1	101	18	99	-4	100	99	7	-4	101	99	100
CC1CCCC(C(=O)O)N1C(=O)CCSSCCC(=O)N1C(C)CCCC1C(=O)O (stereo not given)	110	3	96	2	93	99	-12	/	100	98	98
Cc1csc2cc(-c3cccc([N+](=O)[O-])c3)c(-c3cccc([N+](=O)[O-])c3)c[n+]12	102	3	100	-4	95	107	-7	/	105	103	101
CCn1c(N)nc2c1c(=O)n(C)c(=O)n2C	101	-5	98	-1	103	98	-38	/	105	100	103
COc1cccc(-n2nc(C(=O)Nc3ccc4c(c3)OCO4)c3ccccc3c2=O)c1	99	/	89	-1	92	94	-7	/	91	93	94
CC1(C)CC(=O)C=C(NCCN2CCN(C(=O)Nc3ccc(Cl)cc3)CC2)C1	109	25	100	0	95	99	-3	/	101	97	96
CCOc1ccc(S(=O)(=O)N2Cc3ccccc3CC2C(=O)NCCCn2ccnc2)cc1 (stereo not given)	99	0	100	0	99	106	-26	/	109	97	103
CCOC(=O)N1CCN(c2ccc([N+](=O)[O-])cc2)CC1	105	-11	97	-2	99	97	0	/	101	97	98
COc1ccc(OC)c(C(=O)CSc2nc3cccnc3n2C)c1	99	6	101	0	102	105	-10	/	103	98	101
Cc1ccc(C(=O)N/C(=C\c2ccccc2)C(=O)NCC2CCCO2)cc1 (stereo not given)	100	-3	98	-1	101	104	-13	/	106	101	101
O=C(CN1CCN(Cc2ccc3c(c2)OCO3)CC1)c1c[nH]c2ccccc12	102	26	98	-2	97	100	-33	-16	97	96	100
COc1cccc(C(=O)N2N=C(c3ccccc3)CC2(O)C(F)(F)F)c1 (stereo not given)	104	21	99	-1	99	99	-33	-10	102	99	98
COc1ccc(CCNC(=O)c2ccc(-c3ccc([N+](=O)[O-])cc3)o2)cc1OC	99	32	102	0	96	101	19	3	101	101	100
COc1ccc(-c2nnc(SCC(=O)NCc3cccs3)n2CC(C)C)cc1	100	10	103	-4	100	100	-20	-7	105	99	100
COc1ccc(N(C(=O)c2cnccn2)C(C(=O)NC2CCCCC2)c2ccc(O)cc2)cc1 (stereo not given)	99	-2	98	-1	101	96	-27	2	98	97	100
CCOC(=O)c1ccc(-c2ccc(/C=N/NC(=O)CN(c3ccccc3Cl)S(C)(=O)=O)o2)cc1	97	5	98	-1	103	103	8	/	104	101	101
Cc1sc2nc(SCc3ccccc3)n(Cc3ccco3)c(=O)c2c1C	99	8	98	2	100	100	-4	15	100	97	99
Fc1cccc(Cc2noc(CN3CCCCC3c3ccccn3)n2)c1 (stereo not given)	102	2	97	0	96	99	-1	15	99	92	96
CCC(=O)NC(=S)Nc1ccc(NC(=O)c2ccc([N+](=O)[O-])cc2)cc1	102	21	99	0	96	103	-6	-15	104	100	98
CCCOC(=O)c1ccc(-c2c(C)noc2-c2ccc(OC)cc2O)o1	102	9	94	-3	91	98	-17	9	94	97	97
Cc1ccc(NC(=O)CN2C(=O)C(C)Oc3ccccc32)nc1 (stereo not given)	99	0	101	0	99	103	-35	/	105	100	102
O=C(NC1CCCCC1)NC1CCN(CC(=O)N2CCOCC2)CC1	104	15	103	0	103	101	-20	/	105	98	101
NC(=O)c1ccsc1NC(=O)CN1C(=O)C2CC=CCC2C1=O (stereo not given)	101	8	100	-7	99	100	-11	/	103	98	101
C/C(N)=C(/C#N)C(=O)COC(=O)CCSc1ccccc1	110	23	103	0	100	104	-27	/	110	101	102
CCc1cccc(C)c1NC(=O)CN(C)Cc1ccccc1F	88	6	100	-3	95	103	-10	22	101	98	97
COc1ccc(CNC(C)C(=O)Nc2ccc3ccccc3c2)cc1OC (stereo not given)	101	17	96	-4	101	94	-63	5	94	97	96
O=C(COC(=O)c1cc(-c2ccc(F)cc2)nc2ccccc12)NCC1CCCO1 (stereo not given)	104	-6	99	2	101	97	-21	12	95	97	98
CCC(=O)N(CCO)Cc1cc2ccc(C)c(C)c2[nH]c1=O	91	-17	101	-4	99	103	8	/	104	99	101
O=C(CCc1nnc(CCc2ccccc2)o1)N1CCCC1c1nccs1 (stereo not given)	102	12	101	-2	105	97	-14	26	100	97	97
CCC(C)NC(=O)CSc1nc2ccsc2c(=O)n1-c1ccc(OC)cc1 (stereo not given)	102	22	97	-3	99	101	-24	19	103	96	100
CCOC(=O)c1cc(NC(=O)N2CCOCC2)c(C)nc1C	100	2	100	-2	100	102	-2	-27	100	101	100
CC(C)n1cc(/C=N\NC(=O)c2cc3c(ccc4ccccc43)o2)c2ccccc21	98	17	99	-3	98	99	-25	/	99	98	99
c1coc(CNc2nc3nonc3nc2NCc2ccco2)c1	99	9	103	0	103	105	-31	/	106	100	104
CSc1nsc(SCC(=O)Nc2cccc(C(C)=O)c2)n1	100	14	100	0	101	100	-4	-20	102	99	101
Cc1ccc(-c2nnc(SCC#N)n2N)cc1	102	-6	95	0	101	94	-11	-6	95	96	96
Cc1ccc(C(=O)CC(Nc2ccc(F)cc2)c2ccccc2)cc1 (stereo not given)	103	-51	96	0	99	96	-63	/	97	94	96
FC(F)(F)c1nc(-c2cccs2)ncc1-c1nnnn1-c1ccc(Cl)cc1	122	3	98	0	102	98	65*	/	97	99	98
COC(=O)C(C)(C)ONC(=O)Nc1ccc(C)cc1	78	-23	101	-1	99	102	-38	-5	105	100	100
CC(C)(C)c1ccc(-c2csc(NNC3=NCCCCC3)n2)cc1	97	5	104	0	100	105	-56	-15	105	101	104

Rows were taken by chance. About 2.9% of those tested had a hit in this group.
